Cathepsin G inh = inhibitors of human cathepsin G; 0.2% of 62,000 active; purified enzyme, AMC-tetrapeptide fluorescence, pooled mixtures; P08311; inhibition, % at 5 µM (by protocol);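 active = inhibition above 20% in each of the two mixture wells holding the compound; inactive = inhibition of 20% or less in either well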;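 also: 0% = enzyme control without mixture and 100% = blank lacking enzyme; strong numbers were not always called active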
FXIIa mix inh = blocks human factor XIIa in pooled compound mixtures; P00748; purified FXIIa, fluorogenic substrate; inhibition, % at 5 µM; 0.2% of 62,000 active; AID 684;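 also: 0% = enzyme without compound and 100% = no enzyme blank; some results filed as inactive read as strong as hits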
Hsp90 inh = displaces geldanamycin probe from tumor Hsp90; P07900; NCI-N417 lysate Hsp90, Cy3B-geldanamycin FP displacement; inhibition, % at 30 µM; 0.35% of 64,000 active;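 active = inhibition above 50%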;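 also: 0% = tracer plus lysate wells and 100% = tracer alone without lysate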
Cdc25B inh = inhibitors of human Cdc25B phosphatase; P30305; recombinant Cdc25B, OMFP fluorescence Ex485/Em525; inhibition, %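 (compounds tested at 10 µM final in the well)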; 0.1% of 65,000 active; AID 368; in the data active = inhibition above about 50%
FXIa mix inh = inhibitors of human coagulation factor XIa, pooled mixtures | P03951 | purified FXIa, fluorogenic substrate | inhibition, % at 5 µM | 0.19% of 62,000 active | AID 680;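 also: each value is inhibition by a whole ten-compound pool holding the compound; 0% = enzyme with no mixture and 100% = wells lacking enzyme; strong numbers were not always called active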
Target sequence (P03951 19-387 limits assumed): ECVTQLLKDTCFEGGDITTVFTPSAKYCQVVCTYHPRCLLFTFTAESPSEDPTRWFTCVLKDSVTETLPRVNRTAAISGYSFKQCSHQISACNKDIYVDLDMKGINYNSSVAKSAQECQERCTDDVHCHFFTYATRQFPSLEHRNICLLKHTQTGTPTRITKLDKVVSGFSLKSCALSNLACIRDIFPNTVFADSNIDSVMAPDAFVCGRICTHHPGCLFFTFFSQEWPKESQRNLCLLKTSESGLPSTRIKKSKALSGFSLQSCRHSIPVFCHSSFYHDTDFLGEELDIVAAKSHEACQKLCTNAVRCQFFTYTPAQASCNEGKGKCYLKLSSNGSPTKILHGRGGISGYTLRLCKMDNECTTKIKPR
Target sequence (P03951 388-625 limits assumed): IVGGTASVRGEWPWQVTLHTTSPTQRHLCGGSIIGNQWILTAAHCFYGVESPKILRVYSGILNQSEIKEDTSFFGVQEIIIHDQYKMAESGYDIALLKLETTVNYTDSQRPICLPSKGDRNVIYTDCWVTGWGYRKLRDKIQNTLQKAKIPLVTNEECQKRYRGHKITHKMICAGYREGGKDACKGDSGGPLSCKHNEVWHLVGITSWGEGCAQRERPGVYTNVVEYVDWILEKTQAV
5HT1a ag = 5-HT1a (human) receptor agonism; activation, % at 10 µM; P08908; CHO 5-HT1a Ga15 NFAT-bla reporter, FRET ratio; 0% basal, 100% maximal reference agonist; 0.56% of 65,000 active;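 active = activation above the screen-wide mean activation plus 3 SD, cut at about 19% in these data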;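 also: 0% = DMSO wells and 100% = 5-CT at EC100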
CatL block = blocks human cathepsin L protease activity; 0.17% of 58,000 active; P07711; AID 460; inhibition, %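 (tested at 10 µM)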; purified cathepsin L, fluorogenic substrate, fluorescence; in the data active = inhibition above about 45%;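 also: 0% = enzyme with no compound and 100% = no enzyme blank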
Target sequence (P07711 114-288 limits assumed): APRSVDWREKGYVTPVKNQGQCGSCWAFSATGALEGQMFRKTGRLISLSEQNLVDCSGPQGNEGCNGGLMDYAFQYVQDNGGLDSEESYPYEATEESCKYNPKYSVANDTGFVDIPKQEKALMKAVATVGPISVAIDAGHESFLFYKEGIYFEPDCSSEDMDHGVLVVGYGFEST
Target sequence (P07711 292-333 limits assumed): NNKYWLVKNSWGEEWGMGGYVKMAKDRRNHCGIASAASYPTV
DUSP1 inh = blocks human MKP-1 phosphatase activity. P28562. 0.15% of 65,000 active. inhibition, %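 (compounds tested at a single concentration somewhere between 10 and 100 µM)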. recombinant MKP-1, OMFP hydrolysis fluorescence;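 active = inhibition above about 50%, limit read from the data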;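 also: 0% = DMSO max control wells and 100% = wells with enzyme stopped by NaOH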
C1s inh = blocks human complement C1s protease activity; mean inhibition % of two 10-compound mixtures (stronger effect = higher value), % at 5 µM (by protocol); P09871; AID 538; purified C1s, fluorogenic AMC substrate, pooled mixtures; 0.16% of 62,000 active;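 active = inhibition above 20% in each of the two 10-compound mixture wells holding the compound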;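 also: 0% = enzyme wells lacking compound mixture and 100% = no-enzyme blank wells; some compounds called inactive have numbers as strong as hits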
An asterisk follows results filed as active; x = no result given. Rule as the data show it, unless noted: active = inhibition above about 20% (passing the limit was not always enough); inactive = the rest.

SMILES	Cathepsin G inh	FXIIa mix inh	Hsp90 inh	Cdc25B inh	FXIa mix inh	5HT1a ag	CatL block	DUSP1 inh	C1s inh
COc1cc(-c2nnc(CSc3nc4ccccc4s3)o2)cc(OC)c1OC	11	2	-7	-5	3	-1.0	13	22	13
O=C(c1nc2ncccn2n1)N1CCN(c2ccc(F)cc2)CC1	0	1	0	-14	4	1.4	-6	-6	4
Cc1ccccc1-c1nnc(-c2ccc(Br)cc2)o1	2	5	-4	9	0	-3.1	2	3	-37
CCN(CC)C(=O)c1ccc(CS(=O)(=O)c2ccc(OC)cc2)o1	-8	-4	0	-14	-2	-1.0	40	4	-11
CCN(CC)S(=O)(=O)c1ccc(NC(=O)Cn2c(=O)sc3ccccc32)cc1	x	x	-3	0	x	-1.7	x	24	x
COc1cccc(C(=O)Nc2cccc(-c3nc4ncccc4o3)c2C)c1	11	11	0	0	5	-0.9	-1	-6	15
Cc1cn(C(=O)c2cccc(Br)c2)c(C)n1	-3	0	-1	-3	1	-1.1	x	-9	-14
CCOc1ccc2nc(SCC#N)c(C#N)cc2c1	-6	5	-1	1	10	2.6	0	-18	-22
COc1ccccc1NC(=O)C1=C(C)NC(=O)NC1c1cccc(OC)c1OC (configuration not stated)	-6	12	-3	-4	-1	-3.7	1	8	-57
COc1ccc(C(c2nnnn2C2CCCC2)N2CCC(C)CC2)c(OC)c1 (configuration not stated)	-28	1	3	-11	2	0.8	8	-2	-10
N#CCCn1c(SCC(=O)c2c[nH]c3ccccc23)nc2ccccc21	7	4	x	-5	6	-2.0	-7	4	-12
COc1ccccc1N1CCN(C(=O)c2c(C)cc(=O)oc2C)CC1	x	x	-2	12	x	1.4	10	-26	x
CCOC(=O)c1cnc2nc(NCc3ccc(OC)c(OC)c3)[nH]n2c1=O	1	11	-2	-6	7	-0.7	4	6	-6
O=C(CCCCCN1C(=O)CCC1=O)NCc1ccccc1	2	2	0	-7	11	-1.7	1	-4	5
Cc1cc2cc(CCNC(=O)C(C)C)c(=O)[nH]c2cc1C	x	x	-3	0	x	-1.5	x	21	x
CCCCC1CCC(/C(N)=N/O)CC1 (configuration not stated)	-17	6	-1	-2	1	-0.1	0	-10	-12
CCCCCCNC(=O)C(C(=O)OCC)C1CCCCC1 (configuration not stated)	-5	1	-1	-6	-2	-0.7	1	9	-49
c1ccc(-c2nc(CSc3nnc(-c4cccs4)o3)cs2)cc1	3	6	-2	-14	0	0.0	2	1	-8
COC(=O)c1[nH]c2cccc(Cl)c2c1NC(=O)CN(C)C1CCCCC1	5	3	-7	-1	7	-3.0	0	26	0
O=C(Nn1nnnc1Nc1ccccc1)C12CC3CC(CC(C3)C1)C2	1	11	x	-5	6	-2.1	-12	10	-1
CC(C)C1C2=C(CC(C)(C)CC2=O)ON1c1ccccc1 (configuration not stated)	6	2	-1	2	4	2.1	-10	2	2
O=C(c1ccc(Br)o1)N1CCN(c2ccccn2)CC1	8	1	-2	0	10	-1.9	15	0	-2
CCCCCn1c(CN2CCCCC2C)nc2c1c(=O)n(C)c(=O)n2C (configuration not stated)	6	-12	2	-20	2	-3.2	10	3	6
Cn1c(=O)c2c(nc(N3CCCC3)n2CC(O)CO)n(C)c1=O (configuration not stated)	13	3	3	-9	2	0.4	16	23	15
CCCCNC(=O)Nc1cc(C(=O)OC)ccc1C	9	10	-2	-6	3	0.1	17	2	13
CCOC(=O)c1c(C)[nH]c(C(=O)COc2ccc3c(c2)OCO3)c1C	9	-15	x	-4	5	-0.2	26	9	11
Cc1ccc(CNc2ccc(N3CCOCC3)cc2)s1	11	12	7	-25	5	-3.2	x	6	14
O=C(c1cc2c(=O)oc3ccccc3c2s1)N1CCN(c2ncccn2)CC1	8	1	-2	3	3	-3.4	8	3	9
COc1cc(CNc2cccc(F)c2)cc(Br)c1O	10	-1	5	-3	7	-0.5	5	-3	18
COc1ccc(CN(Cc2nc3ccccc3c(=O)[nH]2)C(=O)NC2CCCCC2)cc1	-1	-17	-4	-10	9	-1.6	-2	2	3
O=C(CN1CCN(C(=O)N2CCOCC2)CC1)Nc1ccc(Br)cc1	16	-25	0	0	1	-2.0	15	28	14
COc1ccc(NC(=O)c2ccco2)cc1NC(=O)c1ccc(C)cc1	10	12	-3	21	7	-3.8	15	3	10
CCOc1ccc(NC(=O)CSC(N)=O)cc1	13	18	2	-17	5	-2.2	-5	10	50
CCOC(=O)C1=C(CNCc2ccccc2Cl)NC(=O)NC1c1ccc2c(c1)OCO2 (configuration not stated)	0	9	1	-7	12	1.8	9	5	0
Cc1ccc(C(=O)c2cncc(Br)c2)cc1	2	-2	-1	-8	9	-4.7	0	-1	3
CCn1c(=O)cc(SCC(=O)N2CCN(c3ccccc3OC)CC2)c2ccccc21	-3	1	-2	-10	-17	0.3	2	33	-38
COc1ccc2[nH]c(=O)c(CN(CC3CCCO3)C(=O)Nc3ccc(F)cc3)cc2c1 (configuration not stated)	-18	12	-1	-5	-1	2.3	-48	18	-55
O=C(Cn1nc(-c2ccccc2)ccc1=O)NCc1ccc2c(c1)OCO2	1	6	4	13	6	-2.4	5	-4	-25
NS(=O)(=O)c1ccc(NC(=O)N[C@@H](Cc2ccccc2)C(=O)O)cc1	5	3	-3	-4	-6	1.1	10	-6	-28
CCN(CC)S(=O)(=O)c1ccc(NC2c3ccccc3C(=O)N2CCN2CCOCC2)cc1 (configuration not stated)	6	6	-2	-5	12	-3.6	-10	2	15
CCOc1ccc(-n2ccnc2SCC(=O)Nc2nnc(C)s2)cc1	5	3	-3	-8	5	1.0	1	-1	-17
COc1ccc(-c2nc(-c3ccccc3OC)no2)cc1OC	8	-22	-5	-7	1	-0.5	-16	-10	3
O=C(O)CCc1ccc(-c2cccs2)n1Cc1ccco1	5	14	-5	1	1	-0.5	8	20	-29
CCOc1ccc(C2CC(c3ccc(F)cc3)n3ncnc3N2)cc1 (configuration not stated)	-1	2	0	9	12	-0.1	x	12	1
Cc1cc(C)c2c(n1)nn1c(N3CCN(c4ccccc4C)CC3)cc(C)nc21	-13	2	-2	-14	-5	-2.8	-36	5	-19
CCOc1ccc(OCC)c(NC(=O)C(NS(=O)(=O)c2ccc3c(c2)oc(=O)n3C)C(C)C)c1 (configuration not stated)	13	3	-4	-4	5	0.0	9	38	15
O=c1[nH]c2ccccc2nc1Cc1ccccc1	-1	-24	-1	6	4	-2.6	15	-14	3
O=C(CNC(=O)c1ccco1)OCC(=O)c1ccccc1	6	-21	-7	-12	2	-0.4	10	0	13
Cc1nn(CC(O)Cn2c3c(c4ccccc42)CCN(C)C3=O)c(C)c1Br (configuration not stated)	3	6	-1	-23	7	-0.2	-3	14	2
CCC(c1nnnn1C1CCCC1)N1CCN(c2ccccc2)CC1 (configuration not stated)	18	2	-2	-10	8	-2.8	-13	8	8
Cc1nn2c3ccccc3nc2c2ccccc12	0	1	-1	-4	4	1.8	16	20	2
O=C1c2ccccc2C(=O)N1CCCc1nc(-c2cccnc2)no1	-10	-6	-2	-2	-5	0.1	6	-5	-82
Nc1nonc1C(=O)NCCNCc1ccccc1OCc1ccccc1F	-5	4	-3	-14	2	0.5	16	-30	-2
CCCCCOC(=O)c1[nH]c2c(c1C)C(=O)CC(c1ccco1)C2 (configuration not stated)	8	-13	0	-13	6	1.4	x	13	12
O=C1CN(C(=O)c2cccs2)c2ccccc2N1	8	6	-7	1	8	-2.5	4	-10	0
O=C(CSc1nnc(Cc2ccccc2)n1-c1cccc(Cl)c1)N1CCOCC1	-10	-21	-3	14	-1	0.3	7	12	1
CC1=CCC2C(=O)N(c3nc4ccccc4n3C)C(=O)C2C1 (configuration not stated)	2	7	2	-9	6	2.8	4	-2	-1
O=C(O)CCCC(=O)Nc1cccc2cccnc12	-4	1	6	3	7	-1.8	0	4	-17
O=C(CN(Cc1ccco1)C(=O)CNS(=O)(=O)c1ccc(Cl)cc1)NCc1ccc(F)cc1	17	4	-3	-36	4	-2.6	0	-5	15
COc1cccc(C2c3c(oc4ccc(F)cc4c3=O)C(=O)N2CCCN2CCOCC2)c1 (configuration not stated)	7	-10	-2	-6	2	-0.2	x	10	12

Reprinted from the listing, six compounds:
SMILES	Cathepsin G inh	FXIIa mix inh	Hsp90 inh	Cdc25B inh	FXIa mix inh	5HT1a ag	CatL block	DUSP1 inh	C1s inh
COc1ccc(C(c2nnnn2C2CCCC2)N2CCC(C)CC2)c(OC)c1 (configuration not stated)	-28	1	3	-11	2	0.8	8	-2	-10
N#CCCn1c(SCC(=O)c2c[nH]c3ccccc23)nc2ccccc21	7	4	x	-5	6	-2.0	-7	4	-12
COc1ccccc1N1CCN(C(=O)c2c(C)cc(=O)oc2C)CC1	x	x	-2	12	x	1.4	10	-26	x
CCOC(=O)c1cnc2nc(NCc3ccc(OC)c(OC)c3)[nH]n2c1=O	1	11	-2	-6	7	-0.7	4	6	-6
O=C(CCCCCN1C(=O)CCC1=O)NCc1ccccc1	2	2	0	-7	11	-1.7	1	-4	5
Cc1cc2cc(CCNC(=O)C(C)C)c(=O)[nH]c2cc1C	x	x	-3	0	x	-1.5	x	21	x

Retrieved one by one from the entries so far, 2 records:
SMILES	Cathepsin G inh	FXIIa mix inh	Hsp90 inh	Cdc25B inh	FXIa mix inh	5HT1a ag	CatL block	DUSP1 inh	C1s inh
O=C1c2ccccc2C(=O)N1CCCc1nc(-c2cccnc2)no1	-10	-6	-2	-2	-5	0.1	6	-5	-82
CC1=CCC2C(=O)N(c3nc4ccccc4n3C)C(=O)C2C1 (configuration not stated)	2	7	2	-9	6	2.8	4	-2	-1

Laid out differently: results already given
Structure: O=C(CN(Cc1ccco1)C(=O)CNS(=O)(=O)c1ccc(Cl)cc1)NCc1ccc(F)cc1
- Cathepsin G inh: 17
- FXIIa mix inh: 4
- Hsp90 inh: -3
- Cdc25B inh: -36
- FXIa mix inh: 4
- 5HT1a ag: -2.6
- CatL block: 0
- DUSP1 inh: -5
- C1s inh: 15

Structure: Nc1nonc1C(=O)NCCNCc1ccccc1OCc1ccccc1F
- Cathepsin G inh: -5
- FXIIa mix inh: 4
- Hsp90 inh: -3
- Cdc25B inh: -14
- FXIa mix inh: 2
- 5HT1a ag: 0.5
- CatL block: 16
- DUSP1 inh: -30
- C1s inh: -2

Structure: O=C(CNC(=O)c1ccco1)OCC(=O)c1ccccc1
- Cathepsin G inh: 6
- FXIIa mix inh: -21
- Hsp90 inh: -7
- Cdc25B inh: -12
- FXIa mix inh: 2
- 5HT1a ag: -0.4
- CatL block: 10
- DUSP1 inh: 0
- C1s inh: 13

Continuation.
SMILES	Cathepsin G inh	FXIIa mix inh	Hsp90 inh	Cdc25B inh	FXIa mix inh	5HT1a ag	CatL block	DUSP1 inh	C1s inh
CCCCc1ccc(NC(=O)COCC)cc1	12	5	3	-1	3	-1.1	2	4	13
CCOC(=O)c1c(CN(C)C)n(C)c2ccc(OC(C)=O)cc12	-1	5	-2	5	13	-2.4	-4	0	3
Cc1cc(C)nc(NC(=O)CCCC(=O)O)c1	6	-14	0	-13	2	-1.0	5	0	-5
CN(CC1CCCO1)S(=O)(=O)c1ccc(C(=O)Nc2nc(-c3ccccn3)cs2)cc1 (configuration not stated)	-3	10	-3	-16	8	-2.7	x	7	-6
Cc1ccccc1NC(=O)c1ocnc1C	1	8	-2	-5	6	-1.2	6	4	-5

3 of the entries above in order of their number in C1s inh, falling:
SMILES	C1s inh
COc1ccc(-c2nc(-c3ccccc3OC)no2)cc1OC	3
Cc1ccccc1NC(=O)c1ocnc1C	-5
COc1ccc(C(c2nnnn2C2CCCC2)N2CCC(C)CC2)c(OC)c1 (configuration not stated)	-10
